Screens from PubChem BioAssay.
Mito fusion act = inhibitors of mitochondrial division or activators of mitochondrial fusion. S. cerevisiae fusion-defective mutant growth rescue, CellTiterGlo 48 h. Potency, µM (titrated, usually from 46.1 µM), without a hit: at the top dose growth rescue (activation), hits mostly activators. 0.23% of 320,000 active;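 note: potency is the fitted concentration of half-maximal effect; % of control where 0% means no effect; nearly all actives have a fitted effect of over 45% in size; temperature-sensitive fusion mutants such as fzo1-1 at 37 °C on non-fermentable ethanol glycerol medium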
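Growth-rescue viability read-out: after 48 h at the non-permissive 37C in glycerol/ethanol YPEG, yeast mitochondrial fusion mutants are measured by CellTiterGlo luminescence; compounds (23 nl pinned per well) restoring growth score as division inhibitors or fusion activators.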
Chronic BCR inh = inhibitors of chronic active B-cell receptor signaling | ABC-DLBCL IkBa-CBG/CBR reporter, luminescence ratio, 4 h | Potency, µM (doses to about 46.1 µM), inactives show at the highest dose ratio change, negative = lower green/red ratio, usual class: inhibitors | 0.05% of 340,000 active | AID 493014; active = well fitted inhibition curve with a large enough effect in the signal ratio, with a control signal flat, not every such curve was filed as active; inconclusive = small, poorly fitted or top-dose-only effect, or effect the other way, or a change in a side signal; the % refers to the signal ratio;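 note: potency is the fitted concentration of half-maximal effect; plate controls were basal doxycycline-induced cells for no effect and cells given 10 µM MG132 for full effect; MG132 reads +100%, hits lower the ratio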
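Concentration-response series (up to 46 uM) were applied to TMD8 dual-reporter cells for 4 h at 37C with doxycycline. Green/red ratio, after filter-overlap correction, defined %Activity; red signal alone was normalised to basal cells and zero luminescence.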
MBNL1-CUG inh = blocks human MBNL1 binding to CUG repeat RNA; TR-FRET MBNL1-His/biotin-(CUG)12 binding, 665/545 ratio; Potency, µM (titrated, usually from 57.5 µM), without a hit: top-dose activity change, negative = inhibition, hits mostly inhibitors; 0.036% of 280,000 active; active = well fitted inhibition curve with a large enough effect in the signal ratio, with a control signal flat, not every such curve was filed as active; inconclusive = small, poorly fitted or top-dose-only effect, or effect the other way, or a change in a side signal; inactive = no such curve, though single readings can be large or run the other way; the % refers to the signal ratio; note: potency is the fitted concentration of half-maximal effect; % is set by controls: 0 for no effect and ±100 for the full control effect
Target sequence (Q9NR56 whole entry, looked up): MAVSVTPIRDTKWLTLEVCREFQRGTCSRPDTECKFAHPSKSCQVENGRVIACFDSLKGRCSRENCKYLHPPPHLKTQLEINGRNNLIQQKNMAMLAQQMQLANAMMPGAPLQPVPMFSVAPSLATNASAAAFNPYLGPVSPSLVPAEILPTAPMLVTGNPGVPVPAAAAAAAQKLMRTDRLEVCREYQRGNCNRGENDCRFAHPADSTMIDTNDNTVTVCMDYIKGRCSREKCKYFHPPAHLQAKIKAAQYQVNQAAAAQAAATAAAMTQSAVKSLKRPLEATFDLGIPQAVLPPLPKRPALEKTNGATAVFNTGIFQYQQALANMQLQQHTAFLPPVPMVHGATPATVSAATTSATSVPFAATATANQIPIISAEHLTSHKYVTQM
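Inhibition of protein-RNA binding appears as loss of TR-FRET between terbium anti-His antibody on MBNL1-His and streptavidin-XL665 on biotin-(CUG)12. Activity is normalized to buffer-only and uninhibited-complex controls.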
GALK inh = blocks human galactokinase activity; P51570; Purified GALK, Kinase-Glo residual ATP luminescence; Potency, µM (highest dose often 57.5 µM), for inactives: top-dose activity change, negative = inhibition, usual class: inhibitors; 0.007% of 270,000 active; AID 1868; note: potency is the fitted concentration of half-maximal effect; % is set by controls: 0 for no effect and ±100 for the full control effect
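GALK at 5 nM final was combined with compound, 35 uM ATP and 100 uM galactose in HEPES pH8.0 with MgCl2 and DTT. The reaction ran one hour at room temperature before luminescent ATP detection.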
S-ASM inh = blocks human secretory acid sphingomyelinase. 0.006% of 340,000 active. AID 504937. P17405. placental ASM, HMU-PC fluorogenic substrate, 60 min. Potency, µM (top dose mostly 57.5 µM), for the others: at the highest dose activity change, negative = inhibition, usual class: inhibitors; note: potency is the fitted concentration of half-maximal effect
Target sequence (P17405 47-631 limits assumed): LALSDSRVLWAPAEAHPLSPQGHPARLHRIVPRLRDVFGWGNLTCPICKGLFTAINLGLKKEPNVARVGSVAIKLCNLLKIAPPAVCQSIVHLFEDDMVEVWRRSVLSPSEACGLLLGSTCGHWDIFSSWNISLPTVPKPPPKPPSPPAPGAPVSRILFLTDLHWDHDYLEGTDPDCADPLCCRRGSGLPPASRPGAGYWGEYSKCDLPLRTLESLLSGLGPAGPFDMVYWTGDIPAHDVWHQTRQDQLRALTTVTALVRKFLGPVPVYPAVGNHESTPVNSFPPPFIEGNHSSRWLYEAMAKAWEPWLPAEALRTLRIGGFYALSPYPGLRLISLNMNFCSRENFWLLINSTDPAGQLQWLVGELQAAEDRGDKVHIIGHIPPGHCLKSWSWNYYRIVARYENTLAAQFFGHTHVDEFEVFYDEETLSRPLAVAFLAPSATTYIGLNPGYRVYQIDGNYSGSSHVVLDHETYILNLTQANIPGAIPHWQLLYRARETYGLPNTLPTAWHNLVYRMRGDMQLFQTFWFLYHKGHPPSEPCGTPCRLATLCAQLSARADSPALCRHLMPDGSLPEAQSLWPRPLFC
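HMU-PC0 cleavage (9 uM final) by human placental ASM, 60 min at 37 °C following 10 min compound exposure at RT; stopped at pH 10, fluorescence Ex 386/Em 447 nm.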
TSHR antagonist = antagonists of human thyroid stimulating hormone receptor. P16473. TSHR-expressing cells, TSH-stimulated cAMP HTRF, 2 h; hits give low values. activity change, negative = inhibition, % at 11.5 µM. 0.2% of 330,000 active;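 active = activity change below a set negative limit, meaning inhibition stronger than a set level, cut at about -70% in these data; inconclusive = activity change between two set negative limits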; note: % is set by controls: 0 for no effect and ±100 for the full control effect
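TSHR-expressing cells, 200/well, pre-treated with compound, then stimulated with EC80 TSH (4nM final) for 2 hours at 37 deg C. cAMP measured by competitive HTRF: anti-cAMP cryptate antibody in lysis buffer plus cAMP-d2, read after 30 minutes at room temperature.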
USP2a inh = USP2a (human) protease inhibition; USP2 core, Ub-CHOP2 coupled fluorogenic reporter, 485/531; Potency, µM (titrated, usually from 38.3 µM), for inactives: at the highest dose activity change, negative = inhibition, hits mostly inhibitors; O75604; AID 463254; 0.01% of 330,000 active;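 note: potency is the fitted concentration of half-maximal effect; plate controls were DMSO wells for no effect and full inhibition by NEM control for full effect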
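USP2 core (10nM final) preincubated 30min RT with compound in 20mM Tris-HCl pH 8.0, 2mM CaCl2, 2mM beta-mercaptoethanol, 0.05% CHAPS; 25nM Ub-CHOP2 plus 25nM reporter substrate added, fluorescence (Ex485/Em531) read after 60min.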
PKM2 act = activators of human pyruvate kinase M2 | P14618 | AID 1631 | 0.34% of 260,000 active | purified PKM2, Kinase-Glo ATP luminescence, activation; response scale: 0% is enzyme alone, no compound | Potency, µM (titrated, usually from 57.5 µM), for the others: at the top dose activation, actives largely listed as activators; note: potency is the fitted concentration of half-maximal effect; % is set by controls: 0 for no effect and ±100 for the full control effect; nearly all actives have a fitted effect of over 55% in size
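Purified hPK-M2 (>95%) run at intermediate activity with 0.1 mM ADP and 0.5 mM PEP in 50 mM imidazole pH 7.2, KCl, MgCl2; 1 h room temperature. ATP formed read by Kinase-Glo luminescence; normalized to uninhibited and no-enzyme controls.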
Menin-MLL TR inh = inhibitors of human menin-MLL interaction, mutant MLL peptide; O00255; Menin + Texas Red MLL mutant peptide, fluorescence polarization; Potency, µM (series often up to 61.6 µM), inactives show at the highest dose FP activity change, negative = inhibition, hits mostly inhibitors; 0.23% of 270,000 active; AID 1768; active = well fitted inhibition curve with a large enough effect in the polarisation, with a control signal flat, not every such curve was filed as active; inconclusive = small, poorly fitted or top-dose-only effect, or effect the other way, or a change in a side signal; inactive = no such curve, though single readings can be large or run the other way; the % refers to the polarisation; note: potency is the fitted concentration of half-maximal effect; % of control where 0% means no effect; many of its hits are not listed in these tables
KCNH2 WT inh = blocks the wildtype human KCNH2 potassium channel. 0.37% of 340,000 active. U2OS, BacMam KCNH2, thallium flux FluxOr; hits give low values. Q12809. AID 720551. activity change, % at 1.84 µM;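 active = maximum activity change below -70%; inconclusive = maximum activity change between -70% and -50%; inactive = maximum activity change above -50%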; note: % is set by controls: 0 for no effect and ±100 for the full control effect
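U2OS cells transduced with wild-type KCNH2 virus are loaded with FluxOr dye for 45 min, and thallium flux is measured in kinetic reads before and after stimulation buffer. Rate constants are normalized to DMSO controls.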
Eya2 inh = blocks the phosphatase activity of human Eya2 | O00167 | recombinant Eya2, OMFP fluorescence dephosphorylation (OMFP is methylfluorescein phosphate) | Potency, µM (top dose mostly 76.9 µM), for the others: at the top dose activity, negative = inhibition, usual class: inhibitors | 0.006% of 330,000 active | AID 488837; note: potency is the fitted concentration of half-maximal effect; % is set by controls: 0 for no effect and ±100 for the full control effect
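Eya2 protein (added as 0.2 uM solution) was preincubated with compound for 10 min at ambient temperature in 50 mM HEPES pH 7.5, 50 mM NaCl, 5 uM MgCl2, 0.05% BSA, 1 mM DTT. OMFP (added at 50 uM) then reacted 10 min; fluorescence read at 485/525 nm.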
An asterisk follows results filed as active; i = inactive; ? = inconclusive; . = not tested or not shown; [ ] = remark or other dose. Unless noted, calls come from the whole dose curve; as a rule, active = well fitted curve in the direction sought with a large enough effect; inconclusive = small, poorly fitted or top-dose-only effect, or another doubt; inactive = no such curve, though single readings can be large; an effect the other way counts as inactive or inconclusive.

SMILES	Mito fusion act	Chronic BCR inh	MBNL1-CUG inh	GALK inh	S-ASM inh	TSHR antagonist	USP2a inh	PKM2 act	Menin-MLL TR inh	KCNH2 WT inh	Eya2 inh
Cc1nc(-c2cccc(S(=O)(=O)N3CC(C)OC(C)C3)c2)cs1 (configuration not stated)	1%	3%	16%	4%	0%	-10	-1%	-2%	-4%	-12	-15%
CC(=O)N/C(=C/c1ccccc1)c1ccccc1	-1%	?	.	.	5%	-4	-1%	.	.	-6	8%
CCNCc1nc2cc(OC)c(OC)cc2c(=O)[nH]1	0%	-8%	1%	-1%	1%	1	1%	1%	.	5	-2%
CCN1C(=O)c2cccc3c(S(=O)(=O)Nc4nc(C)cs4)ccc1c23	-3%	?	?	-1%	0%	-5	0%	4µM*	1%	-11	-2%
Cc1cc(NC(=O)CCC(=O)N(CC(=O)NC2CCCC2)c2ccc(C(C)C)cc2)no1	-7%	0%	2%	-4%	2%	0	2%	.	-23%	-3	4%
Cc1ccc2[nH]c(C(=O)O)c(-c3ccccc3)c2c1	0%	-2%	0%	-4%	-1%	4	3%	-3%	34%[activator]	0	-11%
Cc1ccnc(NC(=O)c2cccc(NC(=O)Cc3ccccc3)c2)c1	1%	?	-3%	3%	-2%	8	2%	-4%	46%[activator]	0	-3%
Oc1cc2ccccc2nc1-c1ccccc1Cl	6%	-29%	10%	-1%	75%[activator]	-11	1%	0%	29%	6	-4%
CCC1Sc2ccc(S(=O)(=O)CCC(=O)NCc3cccs3)cc2NC1=O (configuration not stated)	-13%	0%	5%	-2%	-1%	-15	1%	.	4%	-5	3%
COc1cccc(CNC(=O)CCS(=O)(=O)c2ccc3c(c2)NC(=O)CO3)c1	3%	0%	-11%	2%	-3%	34	0%	.	.	4	7%
CN(C)S(=O)(=O)c1cccc(NC(=O)c2c[nH]c3ccccc23)c1	5%	-8%	-8%	4%	-1%	-7	-1%	.	?	-3	8%
CCc1ccc(C(=O)c2cnc3ccc(OC)cc3c2N2CCN(CC)CC2)cc1	5%	-23%	28%	7%	-4%	1	-1%	-3%	-3%	5	4%
O=C(c1cc(-c2ccc(Cl)cc2Cl)on1)N1CCCCCC1	29%	0%	1%	0%	6%	-7	-1%	-1%	-6%	0	-1%
COCc1cc(CN2CCCC(C(=O)c3cccc(C(F)(F)F)c3)C2)ccc1OC (configuration not stated)	-5%	-19%	3%	1%	2%	4	-1%	0%	?	28	-17%
COC(=O)COc1ccc(NC(=O)C2CCCO2)cc1 (configuration not stated)	-6%	7%	-2%	1%	1%	4	1%	-1%	32%[activator]	-2	-1%
O=C(CSCc1ccc(Cl)cc1)N1CCCCC1	2%	0%	-10%	-1%	-2%	-14	4%	6%	-2%	-8	6%
CC(C)CN1CCN(Cc2cnc(-c3ccc(Cl)cc3)nc2)CC1CCO (configuration not stated)	-5%	-1%	-2%	0%	-2%	-12	0%	2%	-9%	30	-7%
CC1Oc2ccccc2N(CC(=O)c2cccc(Cl)c2)C1=O (configuration not stated)	11%	-8%	-3%	2%	-5%	-2	-4%	-9%	4%	0	-13%
CCOC(=O)N1CCN(C(=O)c2cc3cc(F)ccc3[nH]2)CC1	29%	-6%	4%	-2%	4%	-2	-2%	.	15%	1	5%
CC(C)(CNC(=O)c1cc([N+](=O)[O-])ccc1N1CCC(Cc2ccccc2)CC1)N1CCOCC1	24%	2%	.	.	-18%	-2	0%	.	.	3	5%
Cc1nn(Cc2ccc(Cl)cc2)c(C)c1NC(=O)CCCn1nc([N+](=O)[O-])c(Cl)c1C	-6%	?	14%	-4%	2%	2	0%	1%	-9%	21	3%
COC(=O)c1ccccc1NC(=O)NCc1ccc2c(c1)OCO2	4%	.	26%	6%	-4%	.	.	9%	?	-7	.
c1cc(CCCc2ccncc2)ccn1	-2%	-6%	.	.	-2%	0	2%	.	.	-3	-26%
C/C(=N\NC(=O)c1cccc(N/N=C(\C)c2ccncc2)c1)c1ccncc1	-2%	?	.	10%	-3%	6	-1%	-3%	12%	0	-8%
COc1cc(OC)c2c(-c3cccc(-c4ccc(C#N)cc4)c3)cc(=O)oc2c1	.	4%	.	.	-6%	5	3%	.	-9%	8	-4%
Cc1c(NC(=S)NC(C)(C)C)c(=O)n(-c2ccccc2)n1C	3%	6%	-1%	-1%	4%	4	-1%	-1%	-2%	-2	1%
CN(C[C@H](Cc1ccccc1)N(C[C@H](Cc1ccccc1)N(CC1(c2ccccc2)CC1)N=O)N=O)N=O	-2%	8%	2%	0%	-4%	-3	0%	0%	-2%	-10	12%
CCN(CC1CCCN(CCc2cccc(F)c2)C1)C(=O)c1cc2ccccc2o1 (configuration not stated)	7%	11%	-3%	-3%	0%	4	0%	.	-14%	-24	-3%
Cc1nc2ccccc2n1CC(=O)c1ccccc1	-4%	-1%	-6%	2%	-1%	-5	1%	4%	-20%	3	-1%
CC(NC(=O)c1cc2cc([N+](=O)[O-])ccc2oc1=O)C1CCCO1 (configuration not stated)	-3%	-2%	?	1%	-1%	-14	0%	3%	2%	7	-16%
COc1ccc(Br)cc1CNC(=O)Cc1c(C(=O)O)[nH]c2ccc(Cl)cc12	-5%	?	-6%	-2%	16%	12	2%	1%	?	5	5%
CNC(=O)CSc1nnc(-c2ccc(S(=O)(=O)N3CCCC3)cc2)n1-c1cccc(C)c1C	-5%	?	3%	0%	2%	0	2%	-11%	-15%	7	-7%
O=C(O)C1C2CCC(C2)C1C(=O)NCCCn1ccnc1 (configuration not stated)	0%	2%	-7%	4%	3%	1	-1%	-3%	2%	5	1%
Cn1cccc1C(=O)OCC(=O)NNC(=O)c1ccc([N+](=O)[O-])cc1	.	1%	.	.	-5%	-7	0%	.	.	1	2%
CC(C)OC(=O)c1cccc(C(=O)Nc2cccc(NC(=O)c3cccc(C(=O)OC(C)C)n3)n2)n1	0%	?	2%	5%	-11%	-1	4%	9%	1%	-23	-10%
CSc1nc2ccccc2nc1N(C)S(=O)(=O)c1ccc(C)cc1	5%	1%	29%	2%	8%	21	-8%	7%	.	-6	10%
O=C(Nc1cccnc1)c1cc(-c2ccc3c(c2)OCO3)on1	-3%	?	13%	0%	1%	-7	2%	-21%	3%	-7	-18%
COC(C(=O)Nc1ccc(S(=O)(=O)N2CCCCC2)cc1)c1ccccc1 (configuration not stated)	0%	11%	-7%	2%	-2%	5	1%	9%	0%	-3	11%
CCc1cccc(NC(=O)CS(=O)Cc2nc(-c3ccc(C)cc3)oc2C)c1 (configuration not stated)	6%	-21%	10%	0%	-15%	4	3%	6%	?	63	-9%
Cn1c(=O)n(C)c2cc([N+](=O)[O-])c(N3CCN(C(=O)c4ccccc4Br)CC3)cc21	0%	-2%	?	-1%	-5%	-13	-15%	1%	-13%	i	1%
O=C(CSc1nnc(-c2ccccn2)n1Cc1ccccc1)N1CCCC1	-6%	2%	2%	-2%	2%	4	2%	-14%	-6%	-2	11%
CC1(C)C(C(=O)OCC(Cl)(Cl)Cl)N2C(=O)C(NC(=O)Cc3ccccc3)C2S1=O (configuration not stated)	-2%	-2%	-5%	7%	136%[activator]	-4	0%	9%[11.5 µM]	9%	15	-8%
CN(CC(=O)Nc1ccc(Cl)c(Cl)c1)C(=O)C12CC3CC(CC(C3)C1)C2	6%	4%	.	-1%	-14%	-29	0%	-3%	2%	6	-3%
COCCCNC(=O)C1=CCN(S(=O)(=O)c2ccc(C)cc2)CC1	1%	-8%	2%	-2%	-2%	-18	2%	13%	10%	-12	15%

Not all compounds are listed; the hit share may differ from the screen's.
